Screens (PubChem)
HCV core dimer = HCV core protein dimerization inhibition; TR-FRET GST/Flag-core106 dimerization, 1536-well; inhibition, % at 5 µM; actives 0.33% (n = 300,000);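 active = inhibition above the mean of all tested compounds plus 3 SD, set per screening campaign, cut at about 45% in these data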
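Material: Tagged HCV core106 pair (GST and Flag) | Amount: GST-core106 13.5 nM, Flag-core106 17 nM | Medium: KF-containing HEPES buffer, pH 7.45, DTT, CHAPS, BSA | Reagent: Eu donor and XL665 acceptor anti-tag antibodies | Schedule: 4 h at 22.5 °C | Technique: Time-resolved FRET, ex 340 nm, em 617 and 671 nm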
PP1 inh = blocks human PP1-alpha phosphatase, a PP5 counter-screen; P62136; purified PP1alpha, OMFP fluorescence; inhibition, % at 6.7 µM; actives 0.9% (n = 320,000);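 active = inhibition above the mean inhibition of all tested compounds plus 3 SD, computed separately for each screening campaign, cut at about 15% in these data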
Efflux pump inh = blocks antifungal efflux pumps in multiplex yeast assay | S. cerevisiae Candida pump triplex, Nile Red efflux | inhibition, % at 10 µM | actives 0.44% (n = 330,000);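 active = plate passing quality check with inhibition over a set limit, or well fluorescence over plate mean plus 4 SD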;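 also: Nile Red retained in pooled yeast measured as flow cytometry median fluorescence; 0% = buffer negative control and 100% = Enniatin B positive control; higher means more Nile Red kept so more efflux inhibition; some compounds called inactive have numbers as strong as hits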
GASC-1 inh = human JMJD2C demethylase inhibition. Q9H3R0. GST-JMJD2C(1-420) H3K9me3 demethylation, DELFIA europium. inhibition, % at 2.35 µM. actives 0.069% (n = 330,000). AID 2099;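 active = more than half of a compound's replicate wells show inhibition beyond 50%, single wells judged on their own value; inconclusive = some, but no more than half, of replicates pass 50% inhibition; inactive = no replicate passes 50% inhibition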;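 also: signal counts dimethyl H3K9 product captured on neutravidin plate; 0% = median of DMSO wells and 100% = 0.3 times that DMSO median; strong numbers were not always called active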
proCasp3 act = activates human procaspase-3; actives 0.11% (n = 330,000); P42574; activation, % at 8.5 µM; AID 463141; recombinant procaspase-3 D3A, Ac-DEVD-pNA absorbance 405 nm;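 active = activation above the mean of all tested compounds plus 3 SD, cut at about 21% in these data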;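 also: 0% = DMSO alone and 100% = DMSO wells spiked with extra 5 µM PC-3 D3A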
Target sequence (P42574 whole entry D9A/D28A/D175A): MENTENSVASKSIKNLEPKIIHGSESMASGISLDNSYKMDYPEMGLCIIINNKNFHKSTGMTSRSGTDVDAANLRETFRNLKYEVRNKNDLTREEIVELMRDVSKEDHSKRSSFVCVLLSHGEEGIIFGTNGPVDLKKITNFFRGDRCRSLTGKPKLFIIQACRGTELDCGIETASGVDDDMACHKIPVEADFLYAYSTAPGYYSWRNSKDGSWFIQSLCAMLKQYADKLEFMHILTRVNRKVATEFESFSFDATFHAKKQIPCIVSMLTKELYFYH
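Assay system – Procaspase-3 D3A mutant · Benchmarks – DMSO low control, extra-enzyme high control · Technique – 405 nm absorbance of p-nitroaniline, reads at 0 and 120 min · Doses – 8.5 µM nominal · Measure – % activation between DMSO and enzyme-spiked controls · Also added – Ac-DEVD-pNA chromogenic peptide substrate · Schedule – 1 h compound preincubation, 2 h substrate hydrolysis at 25 °C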
TPT1 inhibitor = C. albicans TPT1 enzyme inhibition; inhibition, % at 5 µM; recombinant caTPT1, FP RNA substrate dephosphorylation; actives 0.81% (n = 300,000);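 active = inhibition above the mean of all tested compounds plus 3 SD, set per screening campaign, cut at about 24% in these data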;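 also: plate controls were DMSO alone for no effect and ferristatin control at 100 nM for full effect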
Fh CTSL1 inh = counter-screen for PFM18AAP inhibitors: inhibitors of F. hepatica cathepsin L1. recombinant F. hepatica cathepsin L1, Z-Leu-Arg-MCA fluorescence. inhibition, % at 5.96 µM. actives 0.49% (n = 300,000);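 active = inhibition above the mean of all tested compounds plus 3 SD, set per screening campaign, cut at about 17% in these data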;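 also: 0% = plate median of test compound wells and 100% = 1 µM Z-Phe-Ala-diazomethylketone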
PP5 inh = PP5 (human) phosphatase inhibition. P53041. purified PP5c, OMFP substrate fluorescence. inhibition, % at 6.7 µM. actives 0.18% (n = 320,000). AID 1987;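 active = inhibition above the campaign's mean inhibition across all tested compounds plus 3 SD, cut at about 9.5% in these data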;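 also: 0% = DMSO only and 100% = 100 µM cantharidin control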
Target sequence (P53041 whole entry, looked up): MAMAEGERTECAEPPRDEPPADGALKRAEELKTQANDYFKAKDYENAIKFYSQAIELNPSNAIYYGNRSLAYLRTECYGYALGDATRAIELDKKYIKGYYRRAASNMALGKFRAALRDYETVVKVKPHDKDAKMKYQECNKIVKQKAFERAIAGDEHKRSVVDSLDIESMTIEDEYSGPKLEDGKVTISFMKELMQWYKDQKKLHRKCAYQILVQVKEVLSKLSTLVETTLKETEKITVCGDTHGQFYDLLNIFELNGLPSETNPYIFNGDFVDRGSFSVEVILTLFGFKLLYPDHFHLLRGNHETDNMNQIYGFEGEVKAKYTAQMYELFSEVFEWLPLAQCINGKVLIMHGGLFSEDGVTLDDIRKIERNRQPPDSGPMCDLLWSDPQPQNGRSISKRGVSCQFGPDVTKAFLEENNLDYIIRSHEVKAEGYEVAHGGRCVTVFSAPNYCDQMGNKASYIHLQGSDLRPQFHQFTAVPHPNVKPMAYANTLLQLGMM
procasp7 counter = counter-screen for procaspase-3 activators: activators of human procaspase-7; P55210; recombinant procaspase-7, Ac-DEVD-pNA absorbance 405 nm; D23A/D198A/D206A triple mutant, cannot self-cleave; scale: DMSO 0, 5 µM enzyme 100; activation, % at 8.5 µM; actives 0.093% (n = 330,000);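 active = percent activation above the screen-wide mean plus 3 SD, cut at about 25% in these data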
Target sequence (P55210 whole entry D23A/D198A/D206A): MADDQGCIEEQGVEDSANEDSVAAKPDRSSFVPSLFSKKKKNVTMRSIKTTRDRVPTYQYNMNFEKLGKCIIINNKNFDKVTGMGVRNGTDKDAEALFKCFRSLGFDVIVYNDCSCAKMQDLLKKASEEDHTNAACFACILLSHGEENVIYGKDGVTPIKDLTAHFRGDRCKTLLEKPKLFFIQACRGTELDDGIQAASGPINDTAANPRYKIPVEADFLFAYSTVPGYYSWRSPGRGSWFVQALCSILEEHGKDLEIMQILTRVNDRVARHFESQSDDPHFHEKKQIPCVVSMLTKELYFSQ
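Replicates: singlicate. Assay system: Procaspase-7 triple mutant (PC-7 D3A). Signal: 405 nm absorbance of p-nitroaniline. Times: 1 h preincubation, 2 h reaction. Buffer or medium: Zinc-free HEPES pH 7.4 with 300 mM NaCl, 0.01% Triton X-100. Also added: DEVD-pNA substrate. Benchmarks: DMSO wells as 0%, DMSO with 5 µM added PC-7 as 100%.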
An asterisk follows results filed as active; ? = inconclusive; nt = not tested or not shown.

Results follow in this order: PP5 inh	GASC-1 inh	TPT1 inhibitor	HCV core dimer	PP1 inh	procasp7 counter	Fh CTSL1 inh	Efflux pump inh	proCasp3 act
1: CCCCOc1ccc(C(=O)NCC(=O)NC2CCC(C)CC2)cc1 (stereo unspecified)
    -1.8	-2	1	-2	-5	10	2	-0.1	3
2: Cc1ccc(C(=O)C[n+]2cccc(C(N)=O)c2)cc1
    -2.1	19	5	-1	-2	-2	2	-0.4	4
3: CC(=O)Nc1ccc(-c2cc(N)n(-c3ccccc3)n2)cc1
    -1.6	-8	6	9	0	8	0	-0.3	-1
4: O=C(COc1ccc(Cl)cc1Cl)Nc1ccc2nc3n(c(=O)c2c1)CCCC3
    -5.0	-1	-1	-8	-3	-5	8	0.0	-2
5: CCOc1ccc(N2CC(O)=C(c3ccccc3)C2=N)cc1
    0.8	-4	-2	-1	2	4	0	0.3	-9
6: Cc1ccc(SCc2noc(C(=O)NCC3CCCO3)c2C(=O)O)cc1C (stereo unspecified)
    2.5	-7	0	-6	7	-3	-5	nt	-1
7: COc1ccc(C(C)=O)cc1COC(=O)C(CO)NS(=O)(=O)c1ccc(Br)cc1 (stereo unspecified)
    1.6	-8	2	-2	1	-10	-1	0.0	4
8: CCOc1ccc(N2C(=O)Nc3ccccc3C2(O)C(=O)N2CCN(c3ccccn3)CC2)cc1 (stereo unspecified)
    -0.5	-4	0	-1	-3	14	4	-0.3	4
9: O=C1CCc2ccc(NS(=O)(=O)c3ccc(F)cc3)cc2N1
    -0.8	-4	-3	-2	-5	-1	-2	0.0	-4
10: c1ccc(-c2cccs2)nc1
    2.1	-8	0	-7	0	3	1	0.0	-3
11: CC(c1cc2ccccc2s1)N(O)C(N)=O (stereo unspecified)
    -2.9	-5	0	2	-1	3	2	0.1	9
12: O=C(Cc1ccccc1)NCCSC1CCCCC1
    2.2	9	-2	-11	0	-4	3	0.0	0
13: O=C(CN1C(=O)NC2(CCCc3ccccc32)C1=O)Nc1ccccc1OC(F)F (stereo unspecified)
    -1.9	nt	nt	nt	-4	1	nt	-0.2	0
14: CCCN1/C(=C2/SC(=S)N(CC)C2=O)C=Cc2ccccc21
    0.6	-30	8	-7	-2	-5	30*	-0.1	-8
15: CC(=O)O[C@H]1CC(C)(C)C(=C=C/C(C)=C/C=C/C(C)=C/C=C/C=C(C)/C=C/C=C(\C)C(=O)C[C@@]23O[C@]2(C)C[C@@H](O)CC3(C)C)[C@](C)(O)C1
    -0.1	5	1	14	-2	0	34*	-0.1	-1
16: N#C/C(=C\c1c(N2CCOCC2)nc2ccccn2c1=O)C(=O)NC1CCS(=O)(=O)C1 (stereo unspecified)
    1.1	-41	-1	-5	-2	-7	14	-0.1	-3
17: CCCCN1CCNC[C@H]1Cc1ccc(O)cc1
    1.7	-7	-1	-10	5	2	-4	0.0	11
18: COC(=O)C1=C(C)N(Cc2ccccc2)C(=S)N[C@H]1c1cccc(C(F)(F)F)c1
    nt	-12	nt	nt	nt	-1	nt	0.1	11
19: COc1ccccc1C(=O)NC(=O)COC(=O)c1ccc([N+](=O)[O-])cc1
    0.5	-18	-2	-3	-2	-4	4	0.2	-9
20: CC(=O)N[C@@H](C)c1nc2ccccc2n1CCNC(=O)[C@H]1CCCN1c1nc(CN2CCCCC2)cs1
    -0.1	-2	-3	1	-3	6	-1	0.1	3
21: COc1ccc(-c2nn(-c3ccccc3)cc2/C=N/NS(=O)(=O)c2ccccc2)cc1
    -2.4	5	-4	20	-4	-8	1	0.0	6
22: COc1ccc(-n2c(C)cc(/C=C3/SC(=S)N(C)C3=O)c2C)cc1
    -2.3	7	28*	-8	0	-9	-2	0.0	8
23: COC(=O)CN1C(=O)[C@@H]2[C@H](C1=O)[C@@H]1CC(C(=O)OC)=C[C@@H](C(=O)OC)[C@@H]3C1=C(C(=O)[C@]3(C)NC(=O)c1ccccc1)[C@@H]2C
    -1.0	2	-1	8	-5	4	0	0.0	0
24: CCc1ccc2c(c1)Sc1ccccc1CC2N1CCN(C)CC1 (stereo unspecified)
    -0.5	-5	-1	-5	-1	-5	-1	0.0	-16
25: Cc1ccc(OCC(=O)N(Cc2ccccc2)C(C)C)c([N+](=O)[O-])n1
    1.2	-1	1	-8	4	8	0	-0.1	-3
26: C=C(C)CNC(=S)N1CCNC(=O)C1CC(=O)OC (stereo unspecified)
    -0.8	-8	0	1	-3	-1	-3	0.4	10
27: Cc1ccc(C(=O)N(CN2CCCC2=O)c2ccccc2)cc1
    1.9	-4	1	-3	2	8	-1	0.0	11
28: COc1cccc(C(O)c2nc3ccccc3n2C)c1 (stereo unspecified)
    -0.6	-4	-1	-74	3	-2	-7	-0.1	5
29: COc1ccc(Nc2nc(N)nc(COc3ccc(OC)cc3)n2)cc1
    1.4	3	-5	0	-4	6	2	0.0	-4
30: COc1cccc(NC(=O)CSc2ncc(S(=O)(=O)c3ccccc3)c(=O)[nH]2)c1
    -2.0	0	0	2	-2	5	3	0.4	-1
31: CC(C)Nc1nc(NC(C)(C)C)nc(Oc2ccc(=O)n(-c3ccccc3)n2)n1
    -0.4	0	-1	8	-1	0	3	0.0	-1
32: Cc1ccc(C=Nc2ccccc2C(N)=O)cc1
    0.6	-11	0	6	-5	3	3	-0.3	2
33: COc1ccc(Nc2nc(-c3ccccc3)c3ccccc3n2)cc1
    3.5	1	0	1	2	-5	6	-6.2	10
34: COc1ccc(/C=C/C(=O)c2ccccc2O)cc1
    1.3	-2	-2	0	1	-2	3	-0.1	5
35: CCCCN1C(=O)c2ccc(C(=O)NCc3ccco3)cc2C1=O
    0.0	2	-3	1	-1	0	1	-0.1	0
36: Cc1ccc(C(=O)NC(=S)NCCN2CCOCC2)cc1
    -2.0	0	-2	-3	12	10	0	0.2	1
37: COc1ccccc1NC(=S)N(Cc1cccnc1)Cc1ccccc1Cl
    -0.9	-2	-2	3	-2	-2	-3	0.2	10
38: CCO[C@@H]1OC(C(=O)N2CCOCC2)=C[C@H](c2ccccc2)[C@H]1CCCO
    1.6	?	-1	9	0	7	9	nt	6
39: CCn1c(SCC(=O)N2CCc3ccccc3C2)nc2c1c(=O)n(C)c(=O)n2C
    -0.2	4	-1	-3	-5	12	-1	-0.1	6
40: O=C(Nc1ccc(Cl)cn1)c1ccc2c(Cl)c3c(nc2c1)CCC3
    -1.6	-4	-1	0	0	6	-7	0.0	1
41: CCC/C=N/NC(=O)c1ccccc1O
    -0.6	0	-1	-1	-2	8	-1	-0.1	-2
42: Cc1ccc(C)c(NC(=O)CN(C)C(=O)c2ccc3c(=O)n4c(nc3c2)CCC4)c1
    1.3	-1	nt	nt	-1	-2	nt	-0.1	7
43: COc1ccc(C(=O)Nc2ccc(S(=O)(=O)Nc3nccnc3OC)cc2)cc1
    1.9	2	0	4	-3	-6	2	0.2	-2
44: OC(CNc1nc(C(F)(F)F)nc2ccccc12)c1ccccc1 (stereo unspecified)
    2.3	-8	1	0	-3	1	1	0.1	10
45: COC(=O)c1ccc2c(=O)sc(N3CCC(C(N)=O)CC3)nc2c1
    1.9	-1	-6	-7	-5	2	-3	0.1	-6
46: O=c1[nH]n(-c2ccccc2Cl)c(=O)c2ccccc12
    0.8	-11	-4	-4	-3	3	2	0.1	-6
47: CCCC(=O)OC/C(O)=C(\C#N)c1nc2ccccc2[nH]1
    0.1	-2	11	2	0	5	-1	0.0	6
48: CS(=O)(=O)Nc1ccccc1C(=O)Nc1ccccc1Cl
    -0.2	-5	-1	-4	3	13	4	-0.1	2
49: COCC(=O)NC1CC2CCCC(C1)N2Cc1ccccc1 (stereo unspecified)
    2.2	30	2	-9	-7	-6	-2	0.1	-2
50: O=C(NCc1ccccn1)c1ccc(OC2CCN(Cc3ccc(CO)o3)CC2)cc1
    0.3	8	-3	3	-4	2	2	-0.7	7
51: Cc1ccc2nccc(C(=O)N3CCCC(N4CCN(c5ccc(F)cc5)CC4)C3)c2c1 (stereo unspecified)
    3.5	-5	0	3	-2	-2	-1	-0.2	4
52: O=C(OCC(=O)N1CCc2ccccc21)c1nc(Cl)ccc1Cl
    1.0	-24	-1	8	0	2	6	0.1	-2
53: O=C(COC(=O)C1CCC(=O)N1)Nc1ccc(Oc2ccccc2)cc1 (stereo unspecified)
    -0.7	-8	-4	-4	0	-2	-3	0.1	-7
54: O=C(Nc1ccc(F)cc1)c1ccc(COc2ccccc2)cc1
    -1.1	-2	1	18	-1	11	2	0.5	7
55: Cc1nnc(Nc2ccc(Cl)cc2)s1
    0.9	-1	2	-1	-1	3	-5	0.1	-8
56: CC1(C)NC(=O)N(CC(O)COc2cc3ccccc3cc2C(=O)N2CCCCC2)C1=O (stereo unspecified)
    -0.3	4	-2	2	-1	-9	1	0.0	1
57: Nc1ncn([C@@H]2O[C@H](CO)[C@@H](O)[C@H]2O)c(=O)n1
    -1.8	-30	-2	5	-5	-2	0	-0.1	9
58: CNC(=O)CC1C(=O)N(Cc2ccccc2)C(=S)N1NC(=O)c1cccc(F)c1 (stereo unspecified)
    0.5	7	1	-2	5	-9	-3	-1.7	7
59: CS(=O)(=O)N(CC(=O)Nc1ccccc1C(=O)N1CCCC1)c1ccc2c(c1)OCO2
    -1.6	-15	-1	-4	-1	-10	3	-0.2	-3
60: N#CC(C#N)=C1C=CC=CN1/C(=C\c1ccccc1Cl)C(=O)c1ccccc1
    0.5	3	-5	4	-1	-7	0	-0.2	-14

Other compounds follow:
Results follow in this order: PP5 inh	GASC-1 inh	TPT1 inhibitor	HCV core dimer	PP1 inh	procasp7 counter	Fh CTSL1 inh	Efflux pump inh	proCasp3 act
61: O=C(Cn1c(=S)[nH]c2ccccc2c1=O)N1CCN(c2ccccc2)CC1
    0.8	7	-2	-2	-3	5	-2	0.1	2
62: COc1ccc(NC(=O)NCc2cccnc2)c(OC)c1
    0.4	1	-1	-2	-5	10	5	0.1	-9
63: CCCCNC(=O)C(=O)N/N=C/c1ccc(OCc2ccccc2)cc1
    -2.1	-1	0	-1	7	0	-3	-0.1	-2
64: CSCCC(NS(=O)(=O)c1ccccc1F)C(=O)NCC(c1ccc(F)cc1)N1CCOCC1 (stereo unspecified)
    3.8	-6	3	-6	-8	-2	0	0.3	-3
65: Cc1cc(NC(=O)CSc2nnc(NC(=O)C3CC(=O)N(c4ccccc4C)C3)s2)no1 (stereo unspecified)
    -1.8	6	4	29	15	2	1	0.0	5
66: COc1cc(C(=O)OCC(=O)NCCC2=CCCCC2)ccc1OCC(C)C
    -0.4	11	-2	3	-4	5	0	-0.1	12
